Source: PubChem
CHOP inhibitor: CHOP inhibition in unfolded protein response; CHO-K1 CHOP-promoter luciferase, tunicamycin-induced, 15-18 h; inhibition, % at 10 µM; hit rate 3.8% among 220,000; AID 2732;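 active = compounds that reduced the stress-induced luciferase reporter signal by more than about 70% of percent inhibition, limit read from the data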;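 also: 0% = tunicamycin plus vehicle and 100% = wells without tunicamycin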
PPC-1+TRAIL kill: compounds killing PPC-1 cancer cells with TRAIL present (potentiator screen, no TRAIL-free arm). cell killing (% activity), % at 4 µM. AID 1443. PPC-1 cells + TRAIL, ATPLite viability luminescence. hit rate 0.41% among 220,000;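 active = cell killing above 50% in the first pass at 4 µM, then a duplicate retest at 5 µM averaging 50% or more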;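 also: plate controls were cells with TRAIL plus DMSO for no effect and medium-only wells lacking cells for full effect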
Runt-SMMHC FRET: inhibitors of human RUNX1 Runt domain binding to CBFb-SMMHC; inhibition, % at 20 µM; AID 1434; Cerulean-Runt/Venus-CBFb-SMMHC FRET ratio 530/480, 1 h; hit rate 0.74% among 220,000; Q01196+Q13951;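 active = mean inhibition across duplicate retests at 20 µM reaching about 50%, limit read from the data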;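 also: 0% = DMSO wells and 100% = wells with excess untagged CBFb-SMMHC; inhibitors lower the FRET ratio by blocking Runt binding to CBFb-SMMHC; some results filed as inactive read as strong as hits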
Target sequence (Q01196 whole entry, looked up, the tested form may be a part): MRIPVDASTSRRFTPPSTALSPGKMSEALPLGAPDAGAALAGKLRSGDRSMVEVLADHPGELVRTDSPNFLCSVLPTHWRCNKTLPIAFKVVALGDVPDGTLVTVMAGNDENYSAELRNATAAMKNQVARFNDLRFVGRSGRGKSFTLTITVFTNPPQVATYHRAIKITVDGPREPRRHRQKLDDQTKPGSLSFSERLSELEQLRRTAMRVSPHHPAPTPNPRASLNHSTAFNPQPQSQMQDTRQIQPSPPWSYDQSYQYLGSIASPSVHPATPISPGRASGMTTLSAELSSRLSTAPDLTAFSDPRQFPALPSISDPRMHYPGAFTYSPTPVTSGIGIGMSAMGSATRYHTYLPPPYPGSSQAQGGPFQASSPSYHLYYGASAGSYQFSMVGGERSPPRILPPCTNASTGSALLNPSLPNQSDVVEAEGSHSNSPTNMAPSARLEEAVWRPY
Target sequence (Q13951 whole entry, looked up, the tested form may be a part): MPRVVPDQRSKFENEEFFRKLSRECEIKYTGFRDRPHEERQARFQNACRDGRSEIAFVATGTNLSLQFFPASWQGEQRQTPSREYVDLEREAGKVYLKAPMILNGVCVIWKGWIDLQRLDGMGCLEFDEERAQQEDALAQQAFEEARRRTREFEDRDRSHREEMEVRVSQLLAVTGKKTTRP
The depositor's hits bear a star; nt = not tested or not shown.

Molecule | CHOP inhibitor | PPC-1+TRAIL kill | Runt-SMMHC FRET
Cc1cc(C)c(/C=C2\C(=O)Nc3ccccc32)[nH]1 | -2 | nt | nt
CN(C)c1ccc(/C=C2\C(=O)Nc3ccccc32)cc1 | -2 | nt | nt
O=C(O)CN(CCN(CC(=O)O)CC(=O)O)CCN(CC(=O)O)CC(=O)O | -23 | nt | nt
Nc1nc(Nc2ccccc2)nc2c1ncn2[C@@H]1O[C@H](CO)[C@H](O)C1O (stereo partly specified) | -4 | nt | nt
O=NN(CCCl)C(=O)NCCCl | -25 | nt | nt
Cc1ccccc1/C=C/C1=NCCN1 | 99* | nt | nt
C[N+](C)(C)CCOC(N)=O | -25 | nt | nt
O=C(NCCc1ccc(Cl)cc1)c1cnc2n(c1=O)CCS2 | nt | -19 | 1
CCCC(=O)Nc1nn(C)c2nc3cc(C)ccc3cc12 | nt | 4 | -1
Cc1nn(-c2ccccc2)c2sc(C(=O)OCC(=O)N3CCCCC3)cc12 | nt | 1 | 0
CCN(CC)S(=O)(=O)c1ccc(-c2nnc(SCC(=O)N3CCc4ccccc43)o2)cc1 | nt | 30 | 0
COc1ccc(OC)c(CC(NC(C)=O)C(=O)NC2CCN(c3nc(C)cc(C)c3C#N)CC2)c1 (stereo unspecified) | nt | 1 | -7

Gathered by group: those above with a halogen (2)
Molecule | CHOP inhibitor | PPC-1+TRAIL kill | Runt-SMMHC FRET
O=NN(CCCl)C(=O)NCCCl | -25 | nt | nt
O=C(NCCc1ccc(Cl)cc1)c1cnc2n(c1=O)CCS2 | nt | -19 | 1

Other structures follow.
Molecule | CHOP inhibitor | PPC-1+TRAIL kill | Runt-SMMHC FRET
c1ccc2nc3c(nc2c1)sc1nc2ccccc2n13 | nt | 9 | -2
Cc1cc(C)nc(-n2nc(C)cc2NC(=O)c2ccc3c(c2)OCO3)n1 | nt | -2 | -28
COCC(C)n1c(C)cc(C(=O)COC(=O)c2c(NC(C)=O)sc(C)c2C)c1C (stereo unspecified) | nt | 12 | -4
Cc1ccc(-c2nsc3c(N4CCN(C(=O)c5ccco5)CC4)ncnc23)cc1 | nt | 4 | -6
CCOC(=O)c1cnn(-c2nc3sc4c(c3c(=O)[nH]2)CCCC4)c1N | nt | 11 | 1
C1CN(c2nc3nonc3nc2N2CCOCC2)CCO1 | nt | -1 | 0
Cc1ccc(C2CC(=O)c3cnc(N4CC(C)CC(C)C4)nc3C2)cc1 (stereo unspecified) | nt | 2 | -3
CCn1cc(C(=O)NCc2ccccc2OC)c(=O)c2ccc(C)nc21 | nt | -1 | -1
COc1cc2nc(CN3CCN(c4ncc(C(F)(F)F)cc4Cl)CC3)[nH]c(=O)c2cc1OC | nt | -2 | 1
CCN(CC)CCCN1C(=O)C(=O)/C(=C(/O)c2ccc3c(c2)OCCO3)C1c1ccc(C)o1 (stereo unspecified) | nt | 5 | 1
CC(=O)c1c(C)nn(C(=O)N2CCOCC2)c1C | nt | 30 | 2
C=CCn1cnc2c(c1=O)c1nc3ccccc3nc1n2-c1ccccc1 | nt | 10 | 0
c1ccc2c(c1)nc1n2C2(N3CCOCC3)CCCC2C1N1CCOCC1 (stereo unspecified) | nt | 6 | -21
COc1cc(-c2nc(-c3ccc(C)nc3OC)no2)cc(OC)c1OC | nt | 20 | 2
c1cc(-c2nc3cc(Cc4ccc5oc(-c6ccncc6)nc5c4)ccc3o2)ccn1 | nt | 30 | -1
Cc1cccc(-n2ncc3c(Nc4ccc(F)cc4)ncnc32)c1 | nt | -4 | -2
Cn1c(=O)c2c3c(sc2n2c(SCC(=O)c4ccccc4)nnc12)COC(C)(C)C3 | nt | -1 | -1
Clc1ccc(-c2nn3c(-c4ccccn4)nnc3s2)c(Cl)c1 | nt | 12 | 2
CCOC(=O)c1sc(NC(=O)c2cc3c(C)nn(-c4ccccc4)c3s2)nc1C | nt | 8 | 1
CCOC(=O)c1[nH]c(COC(=O)CCCOc2ccccc2)c(C(=O)OCC)c1C | nt | 6 | 10
Cn1c(=O)c2c(nc(SC3C(=O)CC(C)(C)CC3=O)n2C)n(C)c1=O | nt | 12 | -2
COc1cc(C2c3c(oc4ccccc4c3=O)C(=O)N2CCN2CCOCC2)cc(OC)c1OC (stereo unspecified) | nt | 20 | -5
CCc1ccc(C2CC(c3cccc(OC)c3)n3nc(N)nc3N2)cc1 (stereo unspecified) | nt | 30 | -2
CNC(=O)c1cc2c(=O)n3cc(C)ccc3nc2n(Cc2ccco2)c1=N | nt | -2 | 42
Cc1nc(SCn2nnc3ccccc3c2=O)c2c(C)c(C)sc2n1 | nt | -8 | -4
CC1CCc2c(nc3ncnn3c2N2CCN(c3ccccc3F)CC2)C1 (stereo unspecified) | nt | -9 | 1
CCCc1nc2oc3c(NCCN4CCOCC4)ncnc3c2c2c1CCCC2 | nt | -15 | -2
C=CCn1c(=O)c2ccccc2n2c(SCc3c(C(=O)OCC)oc4ccccc34)nnc12 | nt | 5 | -5
Cc1csc2ncc(C(=O)Nc3cccc(C(F)(F)F)c3)c(=O)n12 | nt | 4 | -2
O=C(Nc1ccc(C2CCCCC2)cc1)C1CCN(c2ncccn2)CC1 | nt | 12 | -1
Cc1nn(-c2ccc(Cl)cc2)c2sc(C(=O)N3CCN(C(=O)c4ccco4)CC3)cc12 | nt | 12 | -3
COCCn1c(SCC(=O)OCc2ccccc2)nc2c1c(=O)[nH]c(=O)n2C | nt | 37 | 0
COc1nc2c(C)cccc2cc1-c1noc(-c2ccncc2)n1 | nt | -4 | -7
Cc1ccc(N2CCN(c3cc(C)nc4c5c(C)cc(C)nc5nn34)CC2)cc1 | nt | 11 | 1
CCN1CCCC1CN(Cc1cc2cc(C)cc(C)c2[nH]c1=O)C(=O)Nc1ccccc1OC (stereo unspecified) | nt | 3 | -4
CCOc1cc(NC(=O)c2ccco2)c(OCC)cc1NC(=O)CCc1ccc(OC)cc1 | nt | 3 | 2
Cc1cccc2cc(CN(CC3CCCO3)S(=O)(=O)c3ccccc3)c3nnnn3c12 (stereo unspecified) | nt | 19 | -1
CCC(O)CNc1nc(-n2nc(C)cc2C)nc2sc3c(c12)CCCC3 (stereo unspecified) | nt | -17 | 1
CC(C)Cc1nc(N2CCN(C(=O)Cc3ccccc3)CC2)c(C#N)c2c1COC(C)(C)C2 | nt | -6 | -4
COc1ccc(CNC(=O)c2cc3c(=O)n4ccccc4nc3n(CC3CCCO3)c2=N)cc1 (stereo unspecified) | nt | 13 | 92*
CC1(C)CC(=O)C2=C(C1)NCN(CCCN1CCOCC1)C2 | nt | -27 | 2
CCC(C)Sc1nc2c(c(=O)[nH]c(=O)n2C)n1Cc1ccccc1Cl (stereo unspecified) | nt | 1 | 1
COc1ccc(Cl)cc1NC(=O)c1cnc2n(c1=O)CCS2 | nt | -13 | 2
Cn1c(=O)c2c(nc(SCCOc3ccc4ccc(=O)oc4c3)n2C)n(C)c1=O | nt | 14 | 3
O=C(Nc1cccnc1N1CCOCC1)c1cc2ccccc2oc1=O | nt | -3 | 2
COC(=O)c1[nH]c(C)c(/C(O)=C2\C(=O)C(=O)N(CCN(C)C)C2c2ccc(OC)cc2)c1C (stereo unspecified) | nt | 12 | -1
CC1(C)Cc2c(sc3c2c(=O)n(Cc2ccccc2)c2nncn32)CO1 | nt | -4 | 1
Cc1cc(Cl)ccc1N=Cc1c(O)n(C)c(=O)n(C)c1=O | nt | 4 | 2
O=C(Nc1ccc(N2C(=O)C3C4C=CC(C4)C3C2=O)cc1)Nc1nncs1 (stereo unspecified) | nt | 12 | 0
CCC1CCCCN1Cc1nc2c(c(=O)n(C)c(=O)n2C)n1CC(C)C (stereo unspecified) | nt | 8 | 3
CCN1CCN(Cc2nc3c(c(=O)n(C)c(=O)n3C)n2CCCc2ccccc2)CC1 | nt | 3 | 2
COc1ccc2[nH]c(=O)c(CN(C(=O)C3CCCO3)c3cccc(C)c3)cc2c1 (stereo unspecified) | nt | 4 | -4
Cc1ccc(CNC(=O)c2cc3c(=O)n4cccc(C)c4nc3n(CC3CCCO3)c2=N)cc1 (stereo unspecified) | nt | 0 | 42
COC(=O)c1cccc(NC(=O)Cn2cnc3c2c(=O)n(C)c(=O)n3C)c1 | nt | 28 | 3
COc1ccc(CCNC(=O)c2cc3c(=O)n4cccc(C)c4nc3n(Cc3ccncc3)c2=N)cc1 | nt | -4 | 132*
CCc1nnc(NC(=O)c2c(O)c3cccc4c3n(c2=O)CC4)s1 | nt | 0 | -4
Cc1ccnc(NC(=O)CCC(=O)N(CC(=O)NC2CCCCC2)Cc2ccc3c(c2)OCO3)c1 | nt | -5 | 4
CC1(C)CC(=O)C2=C(C1)Oc1ncn3nc(-c4cccnc4)nc3c1C2c1ccccc1 (stereo unspecified) | nt | 3 | -2
Cc1[nH]nc(N=Cc2c(O)n(C)c(=O)n(C)c2=O)c1-c1ccccc1 | nt | 4 | 1
C=CCn1c(NC(=O)c2ccco2)c(S(=O)(=O)c2ccccc2)c2nc3ccccc3nc21 | nt | -15 | 41

The listing continues.
Molecule | CHOP inhibitor | PPC-1+TRAIL kill | Runt-SMMHC FRET
Cn1c(SCCSc2nnc(-c3ccccc3)n2C)nnc1-c1ccccc1 | nt | 0 | 1
CCOc1ccc2[nH]c(=O)c(CN(C(=O)N3CCOCC3)C3CC3)cc2c1 | nt | -6 | -2
Cc1nc(N2CCN(C(=O)c3ccco3)CC2)c2oc3ccccc3c2n1 | nt | -1 | -2
N=c1c(C(=O)NCc2ccccc2)cc2c(=O)n3ccccc3nc2n1CCCN1CCOCC1 | nt | -7 | 40
CCOC(=O)c1ccc(NC(=O)c2c(O)c3ccccc3n(C)c2=O)cc1 | nt | 4 | 0
O=C(NC1=NCCS1)c1cc(-c2ccccc2)nn1-c1ccccc1 | nt | -9 | 1
Cn1c(=O)c2c(nc(SCc3cc4c(cc3Cl)OCO4)n2C)n(C)c1=O | nt | 2 | 2
CCn1c(SCC(=O)Nc2ccc(OCc3ccccc3)cc2)nnc1-c1ccco1 | nt | 2 | 4
Cc1ccc(-c2nn3c(-c4cccc(Cl)c4)nnc3s2)cc1 | nt | 49 | -4
NC(=O)COC(=O)C(Cc1ccccc1)NS(=O)(=O)c1ccccc1F (stereo unspecified) | nt | -23 | 1
CCOc1ccc(-c2nn3c(-c4ccc(OC)cc4)nnc3s2)cc1 | nt | -27 | -2
Cc1noc(C)c1COC(=O)c1cc2c(C)nn(-c3ccc(F)cc3)c2s1 | nt | -7 | -4
COc1cccc(C2C(C(=O)c3sc(C)nc3C)=C(O)C(=O)N2CCN(C)C)c1OC (stereo unspecified) | nt | 22 | 0
CCOc1ccc(N2CCn3c2nc2c3c(=O)n(CCc3ccccc3)c(=O)n2C)cc1 | nt | 0 | 1
c1ccc(-c2cc(-c3nc(-c4cccnc4)no3)c3ccccc3n2)cc1 | nt | 0 | -4
CCOC(=O)c1c(-c2ccc(C)s2)csc1NC(=O)c1ccco1 | nt | 3 | -2
O=c1c2cccc3c(N4CCOCC4)ccc(c32)c2nc3ccccc3n12 | nt | 27 | -120
CCCn1c(=O)c(C(=O)Nc2nnc(CC)s2)c(O)c2ccccc21 | nt | 14 | 1
Cc1ccc(-n2c3c(cc(C(=O)NCCCN4CCOCC4)c2=O)C(=O)CC(C)(C)C3)cc1 | nt | 6 | 1
C=CCn1c(=O)c(C(=O)Nc2ccccc2OC)c(O)c2ccccc21 | nt | 10 | 4
Cc1csc(NC(=O)c2c(O)c3cccc4c3n(c2=O)CCC4)n1 | nt | 1 | 0
CC(=O)c1cnc(Nc2nc(C)c3cccc(C)c3n2)nc1C | nt | 27 | 0
CCCCn1c(=O)c2c(c3ccccc31)OCC(=O)N2 | nt | 2 | 1

Of the compounds above, eleven have an aryl thioether with sulfur outside any ring.
Molecule | CHOP inhibitor | PPC-1+TRAIL kill | Runt-SMMHC FRET
CCN(CC)S(=O)(=O)c1ccc(-c2nnc(SCC(=O)N3CCc4ccccc43)o2)cc1 | nt | 30 | 0
Cn1c(=O)c2c3c(sc2n2c(SCC(=O)c4ccccc4)nnc12)COC(C)(C)C3 | nt | -1 | -1
Cn1c(=O)c2c(nc(SC3C(=O)CC(C)(C)CC3=O)n2C)n(C)c1=O | nt | 12 | -2
Cc1nc(SCn2nnc3ccccc3c2=O)c2c(C)c(C)sc2n1 | nt | -8 | -4
C=CCn1c(=O)c2ccccc2n2c(SCc3c(C(=O)OCC)oc4ccccc34)nnc12 | nt | 5 | -5
COCCn1c(SCC(=O)OCc2ccccc2)nc2c1c(=O)[nH]c(=O)n2C | nt | 37 | 0
CCC(C)Sc1nc2c(c(=O)[nH]c(=O)n2C)n1Cc1ccccc1Cl (stereo unspecified) | nt | 1 | 1
Cn1c(=O)c2c(nc(SCCOc3ccc4ccc(=O)oc4c3)n2C)n(C)c1=O | nt | 14 | 3
Cn1c(SCCSc2nnc(-c3ccccc3)n2C)nnc1-c1ccccc1 | nt | 0 | 1
Cn1c(=O)c2c(nc(SCc3cc4c(cc3Cl)OCO4)n2C)n(C)c1=O | nt | 2 | 2
CCn1c(SCC(=O)Nc2ccc(OCc3ccccc3)cc2)nnc1-c1ccco1 | nt | 2 | 4

Only part of the results is shown, so the mix of outcomes need not match the whole.
